Screening data as filed in PubChem.
BB579 growth dn: reduces growth of yeast BB579 in restrictive medium | 140,000 tested, 0.51% active | S. cerevisiae BB579 growth, OD615, 48 h | inhibition, % at 10 µM;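 active means inhibition above a set limit, 3 SD over the mean compound inhibition, cut at about 44% in these data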; further: inactives centre near -24
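Detection: OD615 turbidity measurement; Material: Saccharomyces cerevisiae DeaD strain BB579, replicative lifespan model yeast; Timing: 48 h exposure, 30 °C; Doses: single 10 µM dose; Medium: CSMM-D restrictive synthetic medium containing dextrose (glucose); Controls: amphotericin B at 10 µg/mL as positive control.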
Yeast life ext: yeast lifespan extension | S. cerevisiae growth with nicotinamide, OD615; deaD strain in restrictive glucose medium | inhibition of the nicotinamide effect, % at 10 µM | 130,000 tested, 0.68% active;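 active means inhibition above a set limit, placed 3 SD over the median of all compounds, cut at about 26% in these data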;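 further: 0% = nicotinamide-treated wells and 100% = cells grown without nicotinamide; some compounds called inactive have numbers as strong as hits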
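assay system = DeaD-strain S. cerevisiae | measured by = absorbance at 615 nm | probe or stimulus = nicotinamide 1.5 mM | buffer or medium = CSMM-D glucose medium, restrictive | times = 48 h at 30 °C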
GALR2 blocker: GALR2 (human) receptor antagonism | GALR2-expressing cells, antagonist mode | O43603 | 140,000 tested, 0.39% active | inhibition, % at 4 µM | AID 828; in the data active means inhibition above about 27%;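 further: cells stimulated with galanin 1-16 at roughly its EC80; 0% = agonist challenge control and 100% = basal control without agonist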
Target sequence (O43603 whole entry, looked up): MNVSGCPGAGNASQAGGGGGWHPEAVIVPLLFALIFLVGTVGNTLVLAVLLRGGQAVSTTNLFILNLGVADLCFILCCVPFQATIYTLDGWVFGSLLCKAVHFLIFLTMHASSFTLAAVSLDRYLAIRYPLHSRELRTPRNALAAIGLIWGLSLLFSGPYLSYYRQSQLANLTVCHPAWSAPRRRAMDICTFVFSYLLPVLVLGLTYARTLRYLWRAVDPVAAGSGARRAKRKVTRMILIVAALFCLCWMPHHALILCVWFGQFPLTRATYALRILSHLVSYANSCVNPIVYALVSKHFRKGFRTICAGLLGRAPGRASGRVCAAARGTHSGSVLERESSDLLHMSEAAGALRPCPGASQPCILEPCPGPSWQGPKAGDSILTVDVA
NPY Y2 blocker: antagonists of human neuropeptide Y receptor Y2 | inhibition, % at 2.7 µM | P49146 | 140,000 tested, 0.99% active | NPY-Y2 expressing cells, antagonist mode; in the data active means inhibition above about 17%;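 further: 0% = vehicle with agonist challenge and 100% = reference antagonist with challenge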
Target sequence (P49146 whole entry, looked up): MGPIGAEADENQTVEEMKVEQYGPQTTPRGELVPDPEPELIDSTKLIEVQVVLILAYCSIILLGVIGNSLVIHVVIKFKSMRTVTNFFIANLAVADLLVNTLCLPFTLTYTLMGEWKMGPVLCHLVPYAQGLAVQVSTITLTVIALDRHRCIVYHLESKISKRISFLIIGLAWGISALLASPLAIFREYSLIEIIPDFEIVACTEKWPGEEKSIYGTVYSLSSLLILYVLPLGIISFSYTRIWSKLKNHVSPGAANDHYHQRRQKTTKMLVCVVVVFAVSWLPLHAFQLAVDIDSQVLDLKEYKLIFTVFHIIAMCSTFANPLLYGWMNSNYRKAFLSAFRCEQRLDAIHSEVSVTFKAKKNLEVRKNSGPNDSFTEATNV
bCat KO growth: beta-catenin-lacking colon tumor cell growth suppression. viability, % at 10 µM. 140,000 tested, 1.5% active. HCT116 beta-catenin knockout viability, CellTiter-Glo, 60 h; stronger effect = lower value;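 active means viability at or under a set limit, the compound median less 4 SD, cut at about 6% in these data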;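 further: 0% = Hyamine 1622 control at 20 µM and 100% = untreated cell control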
MRP-1 activ: MRP-1 activation; 140,000 tested, 0.61% active; AID 799; H69AR cells + doxorubicin, viability rescue, CellTiter-Glo; viability increase, % at 10 µM;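 active means viability gain under doxorubicin at or above a set limit, the compound median plus 3 SD, cut at about 4.7% in these data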;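 further: MRP-1 overexpressing cells given doxorubicin 25 µM after compound pretreatment; 18-22 h compound pretreatment then 72 h with doxorubicin before readout; 0% = doxorubicin-only wells and 100% = vehicle-treated cells without doxorubicin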
Measles CPE: protection of cells from measles virus | Measles virus-infected cells, CPE protection, absorbance | protection (pct of control), % at 4 µM | 140,000 tested, 1.5% active | AID 841; in the data active means protection mostly above about 24%, no sharp cut-off; inactive means mostly below about 26%; further: some compounds called inactive have numbers as strong as hits
Phagocytosis inh: inhibitors of macrophage phagocytosis; AID 1029; inhibition, % at 5 µM; J774A.1 macrophage IgG-bead phagocytosis, imaging; 110,000 tested, 0.07% active;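 active means inhibition above the mean of the plate negative controls plus 5 SD, cut at about 13% in these data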;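 further: phagocytic index as fraction of beads internalized from green versus red external bead signal; plate controls were DMSO negative control for no effect and cytochalasin-D positive control for full effect; some results beyond the cut were filed as inactive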
E-sel TNF inh: blocks E-selectin expression induced by TNF alpha | 120,000 tested, 0.71% active | AID 1246 | HUVEC TNFa-induced E-selectin immunofluorescence, high content | inhibition, % at 2 µM;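 active means inhibition above the batch mean plus 3 SD, and confirmed as a hit on visual image review, cut at about 43% in these data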;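 further: 0% = TNF-stimulated DMSO wells and 100% = unstimulated control wells; not every result past the cut was called active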
HCT116 PTEN-null: suppresses growth of cells with PTEN deletion | HCT116 PTEN-null viability, CellTiter-Glo, 60 h; stronger effect = lower value | viability, % at 10 µM | 140,000 tested, 1.2% active | AID 827;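 active means viability at or below a set limit, 4 SD under the median of all tested compounds, cut at about 3.7% in these data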;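 further: PTEN knockout HCT116 line with beta catenin targeted HCT116 as companion control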
The depositor's hits bear a star; . = not tested or not shown.

SMILES	BB579 growth dn	Yeast life ext	GALR2 blocker	NPY Y2 blocker	bCat KO growth	MRP-1 activ	Measles CPE	Phagocytosis inh	E-sel TNF inh	HCT116 PTEN-null
NC(CO)C(=O)NNCc1ccc(O)c(O)c1O (stereo not given)	1	-2	-1	-1	90	-1.3	5	.	.	88
CC(=O)c1ccc(NC(=O)Nc2ccc([N+](=O)[O-])cc2C)cc1	-52	-1	2	-4	91	1.7	27	-8	71*	97
CCCCn1c(N)c(N(CCC(C)C)C(=O)CSc2nnc(C)s2)c(=O)[nH]c1=O	7	-7	-9	2	93	-1.0	4	0	11	95
Cc1ccccc1C(=O)NNC(=O)Cc1ccccc1	-56	25	5	4	98	0.1	21	-1	-19	98
Clc1ccc(-c2nnc(SCc3nc4ccccc4s3)o2)cc1	-41	7	12	13	93	-2.2	37	.	.	95
O=C(c1nnc(-c2ccncc2)o1)c1ccccc1Cl	-46	-12	2	3	102	1.1	16	0	-34	103
CC(=O)N1CCc2cc(S(=O)(=O)NCCCOC(C)C)ccc21	-19	-2	-8	0	90	-1.5	23	.	-2	94
CCCCS(=O)(=O)Nc1ccc(Cc2ccncc2)cc1	-22	3	-4	3	97	-0.6	1	-5	-5	110
CN(C)c1oc(-c2ccccc2Cl)nc1C#N	7	-17	7	5	104	-2.0	2	-2	-2	90
COc1ccccc1NC(=O)CCn1c(=O)sc2ccccc21	-30	.	-6	3	101	-0.6	51*	.	11	98
COc1ccc(NS(=O)(=O)c2ccc(NS(C)(=O)=O)cc2)cc1	-33	-10	-9	1	100	0.8	4	-3	.	100
COc1ccc(NC(=O)c2sc(N3CCOCC3)nc2-c2ccccc2)c(OC)c1	34	-6	-8	-1	74	-4.8	7	1	24	97
O=C(Nc1cccc2ncccc12)c1cc2ccccc2o1	-18	-9	-4	1	93	-3.3	17	-1	42	103
Cc1cccc2c(Cl)cc(=O)[nH]c12	-5	.	-9	0	95	-1.2	7	.	19	98
Cc1csc(SCC(=O)NC23CC4CC(CC(C4)C2)C3)n1	-59	39*	-4	4	95	-1.0	14	0	-48	.
N#C/C(=C\c1c(N2CCOCC2)nc2ccccn2c1=O)S(=O)(=O)c1ccccc1	-25	-12	6	-1	97	-1.1	27*	-3	-6	101
CCc1ccc(NC(=O)N(Cc2cccnc2)Cc2ccco2)cc1	-15	-3	1	6	97	-1.2	13	.	6	105
Nc1nnc(SCC(=O)N2CCN(c3ccccc3)CC2)s1	-11	-5	8	0	94	-1.4	11	0	-2	98
O=C(Nc1ccc(N2CCOCC2)cc1)c1cc(F)c(F)cc1Cl	-47	-1	7	-2	91	0.1	3	-4	9	101
Cc1ccc(-c2ccc(CCC(=O)O)o2)cc1	12	-33	2	11	90	-3.1	12	.	-18	100
O=C(c1cccs1)N(CCO)Cc1cc2cc3c(cc2[nH]c1=O)OCCO3	7	-19	3	3	105	-3.4	13	-2	5	112
O=C(O)CCCCC1SCC2NC(=O)NC21 (stereo not given)	-43	-4	-14	0	107	-1.2	0	4	.	88
CCOC(=O)C(=O)N1CCN(CC)CC1	-19	5	-2	0	90	-0.5	2	-8	-2	90
CNC(=S)N/N=C/c1cn(Cc2ccc(C)cc2)c2ccccc12	-13	-2	0	3	61	-4.0	18	-7	.	50
Cc1ccc2cc3c(NC(=O)c4cccnc4)nn(C)c3nc2c1	-26	-14	13	3	71	-1.9	13	1	-22	65
C=C(C)c1ccc(C(C)(C)NC(=O)N2CCN(C)CC2)cc1	-11	-22	2	2	101	-2.5	4	-3	24	101
COC(=O)CN1C(c2ccc(Cl)cc2)=Nc2ccc(Cl)cc2C1c1ccccc1 (stereo not given)	-16	1	13	19*	60	-4.1	17	-3	0	54
O=C(NCc1ccccn1)c1cn(Cc2ccccc2)nn1	-35	-6	-8	-2	89	0.6	4	0	.	93
CCCc1cc(=O)[nH]c(SCC(=O)c2ccc(S(=O)(=O)N3CCCC3)cc2)n1	-43	-6	-2	-3	92	-2.7	12	0	-11	102
COc1ccc(S(=O)(=O)Cc2ccc(C(=O)NCc3ccc(F)cc3)o2)cc1	10	-10	-2	-1	75	-1.5	32*	.	.	74
O=C(/C=C/c1ccccc1F)c1ccoc1	-2	11	-10	3	5.3*	-6.9	5	-2	-12	8
COC(=O)c1[nH]c2ccc(Br)cc2c1NC(=O)CN1CCCc2ccccc21	-42	-9	-2	0	41	-3.6	23	.	.	48
COc1ccc(NC(=O)C(c2ccc(OC)cc2)N(C)C(=O)c2cnccn2)cc1 (stereo not given)	-48	4	13	4	101	0.3	6	-2	-57	110
CC(C)(C)C1CCc2nc(NC(=O)Cc3cn4ccsc4n3)sc2C1 (stereo not given)	-39	-6	-10	2	88	-0.2	9	-2	-15	99
O=S(=O)(NCc1cc(-c2ccccc2Cl)no1)c1ccc(Cl)cc1	-56	-6	4	1	95	-1.0	7	.	7	96
O=C(Nc1c(C(=O)N2CCCC2)cnn1-c1ccccc1)c1cccc(F)c1	7	.	-6	-1	93	-2.4	5	.	.	90
CN(C)S(=O)(=O)c1ccc2c(c1)c(=O)c(C(=O)N1CCN(c3ccccn3)CC1)cn2C	28	-3	-7	3	91	-0.2	9	0	.	88
CNC(=S)NC1CC2CCC(C1)N2Cc1ccccc1 (stereo not given)	-40	-21	0	3	91	-3.9	3	.	-4	89
Cc1nc(NC(=O)CCC(=O)O)sc1C(=O)N(C)C	-6	1	9	-1	96	-3.0	4	0	21	96
Clc1ccc(CNc2nc(CN3CCOCC3)nc3scc(-c4ccccc4)c23)cc1	-26	1	-12	13	69	0.2	30	-6	.	72

3 of the compounds above, comma-delimited:
mol,BB579 growth dn,Yeast life ext,GALR2 blocker,NPY Y2 blocker,bCat KO growth,MRP-1 activ,Measles CPE,Phagocytosis inh,E-sel TNF inh,HCT116 PTEN-null
CCCc1cc(=O)[nH]c(SCC(=O)c2ccc(S(=O)(=O)N3CCCC3)cc2)n1,-43,-6,-2,-3,92,-2.7,12,0,-11,102
COc1ccc(S(=O)(=O)Cc2ccc(C(=O)NCc3ccc(F)cc3)o2)cc1,10,-10,-2,-1,75,-1.5,32*,.,.,74
O=C(/C=C/c1ccccc1F)c1ccoc1,-2,11,-10,3,5.3*,-6.9,5,-2,-12,8

(cont.)
SMILES	BB579 growth dn	Yeast life ext	GALR2 blocker	NPY Y2 blocker	bCat KO growth	MRP-1 activ	Measles CPE	Phagocytosis inh	E-sel TNF inh	HCT116 PTEN-null
CCn1c(CCNC(=O)c2cccs2)nnc1SCC(=O)Nc1cccc(Cl)c1	-14	.	11	1	98	-4.3	24	.	-17	97
COC(=O)c1ccccc1NC(=O)CSCC(=O)Nc1ccccc1	-29	-25	12	2	99	-3.4	5	2	2	89
COCCn1c(CN2CCN(c3cccc(Cl)c3)CC2)nc2c1c(=O)n(C)c(=O)n2C	-4	14	-1	8	43	-3.6	10	0	.	56
CCOC(=O)c1c(NC(=O)CSc2nnnn2-c2ccccc2)sc2c1CCC(C)C2 (stereo not given)	-46	2	-2	4	94	-0.3	26	-1	0	95
O=C(CNS(=O)(=O)c1ccc2ccccc2c1)OCc1csc(-c2ccccc2)n1	-60	2	-8	6	94	-2.6	14	-10	-1	89
Cc1cc(C)c2[nH]c(=O)c(C(c3nnnn3Cc3ccc4c(c3)OCO4)N3CCC(C)CC3)cc2c1 (stereo not given)	-22	-5	-8	6	67	-3.9	5	.	-14	63
N#Cc1nc(-c2ccc(Cl)cc2)oc1NCCc1ccccn1	3	-5	-2	2	95	1.6	6	-1	-1	100
COc1ccc(Cl)cc1-n1c(=S)sc2c(=O)[nH]c(SCC(=O)NCC3CCCO3)nc21 (stereo not given)	-33	-5	7	3	91	-2.4	16	2	.	102
O=c1[nH]cnc2c1sc1nc(-c3ccccc3)c3c(c12)CCCC3	-31	-1	-2	3	94	0.0	13	-4	.	101
CC(C(=O)N(C)C)N(C#N)c1nc(N(C)C)nc(N(C)C)n1 (stereo not given)	-46	-2	15	1	96	-1.4	4	0	42	99
O=c1c(-c2nnc(SCc3ccc(Cl)cc3)o2)cccn1Cc1ccccc1	-98	6	-1	4	92	5.4*	26	.	2	78
CCOC(=O)c1sc(N)nc1-c1ccccc1	-4	-11	-8	1	82	-2.3	17	.	-10	89
Cc1[nH]c2ccccc2c1NC(=O)CN1CCN(Cc2ccc3c(c2)OCO3)CC1	-31	-5	-3	1	98	-2.8	16	0	5	94
O=C(CC1CCCCC1)OCn1nnc2ccccc2c1=O	-42	19	-2	1	97	-0.1	12	0	-3	101
CCOC(=O)c1c(NC(=O)CSc2nnc(-c3cccc(C)c3)n2CC)sc(C(C)=O)c1C	-6	-3	-7	5	90	-1.9	17	.	14	89
COc1ccc(-n2c(C)n[nH]c2=O)cc1OC	-7	-6	-4	-1	90	-0.7	1	.	13	91
Cc1ccccc1N1C(=O)C(Cl)=C(N2CCN(c3ccccc3)CC2)C1=O	-13	-14	-6	5	87	-2.2	33	-2	.	99
COc1cc(/C=N/NC(=O)CCc2c(C)n[nH]c2C)cc(OC)c1OC	15	0	-14	1	96	-1.6	7	0	-6	92
Nc1nc(-c2ccccc2)c(N=Nc2ccccc2Cl)s1	-22	-2	-3	-14	46	-4.1	4	-16	.	51
CCc1ccc(OC)c(S(=O)(=O)NCCOc2ccccc2)c1	-14	0	-13	2	87	0.4	3	0	-45	76
O=C(CCN1CCN(c2ccccc2)CC1)NNC(=O)c1cccc2ccccc12	-19	4	-8	3	93	-2.3	16	2	.	100
CCCn1c(SCC(=O)N2c3ccccc3CC2C)nnc1-c1ccco1 (stereo not given)	-20	.	3	8	96	-3.9	11	.	24	93
CC(C)CNS(=O)(=O)c1ccc(CCC(=O)Nc2ccc3c(c2)OCCO3)cc1	-38	-19	13	4	96	-4.4	17	-1	2	85
O=S(=O)(NC1=NCCC1)c1ccc(F)cc1	-29	-10	6	2	98	0.3	10	0	-21	.
COc1ccc(S(=O)(=O)N(C)CC(=O)Nc2cccc(C(C)=O)c2)cc1C	-38	-3	2	1	97	-1.3	29	0	-7	87
CC1(C)C=C2[C@H]3CC[C@@H]4[C@@]5(C)CCC(=O)C(C)(C)[C@@H]5CC[C@@]4(C)[C@]3(C)CC[C@@]2(C(=O)O)CC1	-17	1	-10	0	49	-0.6	45*	.	-10	52
Cn1c(=O)c2c(n(C)c1=O)=NC1(CCCCC1)N=2	3	-6	-1	-1	97	1.1	9	10	-30	112
CC(NS(=O)(=O)c1cccc(S(=O)(=O)c2ccccc2)c1)C(=O)O (stereo not given)	8	0	-6	1	97	-1.4	13	4	.	109
CC(NC(=O)c1cccs1)c1n[nH]c(=S)n1C (stereo not given)	-35	3	-3	-1	92	1.8	6	-2	.	93
CCSc1nnc2n1C(C)(C)Cc1ccccc1-2	-23	4	15	4	109	-2.3	5	-1	-23	93
CCc1nc(C#N)c(N2CCCCC2)o1	-17	1	1	3	88	-1.9	12	-2	-4	94
C=CCCCCCCCCC(=O)NN	39	-5	-4	10	83	-1.9	6	0	-27	91
CN(C)S(=O)(=O)c1ccc(Cl)c(NC(=O)COC(=O)c2cc(-c3ccccc3)nc3ccccc23)c1	-39	3	11	1	98	1.3	4	4	.	100
COC(=O)c1cnc2ccccc2n1	13	.	3	1	90	-2.1	4	.	-3	87
